TrxR1 substrate: is turned over as a substrate by rat TrxR1. O89049. purified TrxR1 substrate turnover, NADPH consumption readout. Potency, µM (titrated, usually from 114 µM), for inactives: at the top dose activity change, negative = substrate turnover. 390,000 tested, 0.01% active; further: potency means the concentration at half of the fitted maximal effect; on the % scale 0 is the no-effect control and ±100 the full control effect; nearly all actives have a fitted effect of over 50% in size
Target sequence (O89049 whole entry, looked up): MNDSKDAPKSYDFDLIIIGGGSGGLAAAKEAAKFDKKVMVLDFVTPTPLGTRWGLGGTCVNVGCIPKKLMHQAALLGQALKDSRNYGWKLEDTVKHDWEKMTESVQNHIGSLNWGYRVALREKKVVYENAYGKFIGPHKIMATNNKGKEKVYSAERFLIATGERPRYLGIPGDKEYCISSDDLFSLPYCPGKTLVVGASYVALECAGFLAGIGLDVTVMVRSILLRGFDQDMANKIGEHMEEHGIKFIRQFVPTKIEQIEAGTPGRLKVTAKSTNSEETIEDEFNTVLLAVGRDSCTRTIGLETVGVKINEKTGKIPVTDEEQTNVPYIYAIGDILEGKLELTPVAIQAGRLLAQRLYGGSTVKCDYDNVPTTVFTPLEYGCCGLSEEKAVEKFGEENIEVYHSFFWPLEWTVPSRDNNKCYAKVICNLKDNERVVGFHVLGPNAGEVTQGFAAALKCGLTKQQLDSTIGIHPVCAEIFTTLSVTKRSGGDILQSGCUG
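Rat TrxR1, dispensed at 90 nM, was prereduced with 400 uM NADPH (final) for 5 min at ~22 deg C, then incubated with compound 15 min before 400 uM selenite. A first-read NADPH fluorescence drop versus no-compound background flagged substrates.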
mIDH1 inhibitor: inhibitors of human mutant IDH1 R132H. O75874. IDH1-R132H enzyme, NADPH consumption, diaphorase/resazurin fluorescence. Potency, µM (highest dose often 76.6 µM), for inactives: top-dose activity change, negative = inhibition, usual class: inhibitors. 390,000 tested, 0.093% active; further: potency means the concentration at half of the fitted maximal effect; on the % scale 0 is the no-effect control and ±100 the full control effect; nearly all actives have a fitted effect of over 65% in size
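IDH1-R132H (0.5 ug/mL) preincubated 30 min with compound, then NADPH (0.016 mM) and alpha-KG (2 mM) added; 80 min at RT, pH 7.5. Remaining NADPH coupled via diaphorase/resazurin to fluorescence (540/590 nm); concentration-response curves normalized to no-enzyme control.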
D2 antag: D2 dopamine receptor (human) antagonism | HEK293 TREx D2 cells, calcium flux, dopamine EC80 | inhibition, % at 10 µM | 340,000 tested, 2% active | AID 485344; in the data active means inhibition above about 30%; further: 0% is about no effect
Target sequence (P14416 whole entry, looked up): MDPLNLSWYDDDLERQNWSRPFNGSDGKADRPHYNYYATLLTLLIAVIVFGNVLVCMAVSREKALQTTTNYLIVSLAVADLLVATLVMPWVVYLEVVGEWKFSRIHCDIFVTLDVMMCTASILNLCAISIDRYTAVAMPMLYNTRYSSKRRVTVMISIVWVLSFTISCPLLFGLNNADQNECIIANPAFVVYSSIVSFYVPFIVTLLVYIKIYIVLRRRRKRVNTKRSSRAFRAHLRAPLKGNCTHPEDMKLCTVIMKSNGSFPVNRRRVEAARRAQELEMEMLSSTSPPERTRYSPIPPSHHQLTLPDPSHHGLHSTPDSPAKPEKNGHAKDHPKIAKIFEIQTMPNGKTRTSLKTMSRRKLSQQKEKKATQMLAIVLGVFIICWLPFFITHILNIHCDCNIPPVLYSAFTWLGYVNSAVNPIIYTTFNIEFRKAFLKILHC
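Tetracycline-induced HEK293 TREx cells expressing D2 receptor forced-coupled to calcium signalling, loaded with no-wash calcium dye. Compounds added and calcium flux read 180 s, then dopamine added at EC80 and read a further 180 s.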
rTrxR1 inhibitor: blocks rat thioredoxin reductase 1. 390,000 tested, 1% active. Potency, µM (highest dose often 114 µM), for inactives: top-dose activity change, negative = inhibition, hits mostly inhibitors. O89049. recombinant rTrxR1, NADPH fluorescence consumption, selenite substrate; further: potency means the concentration at half of the fitted maximal effect; on the % scale 0 is the no-effect control and ±100 the full control effect; nearly all actives have a fitted effect of over 65% in size
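Rat TrxR1 (90 nM in the dispensed reagent) was pre-reduced with 400 uM NADPH for 5 min at room temperature, then incubated with compound for 15 min. After 400 uM selenite was added, NADPH fluorescence (Ex 340/Em 450 nm) was followed for 8 min.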
Pin1 inh: blocks the human prolyl isomerase Pin1; Potency, µM (series often up to 115 µM), without a hit: top-dose activity, negative = inhibition, hits mostly inhibitors; Pin1 FP peptide displacement, HiFluor488, 10 min; 390,000 tested, 0.009% active; Q13526; active means well fitted inhibition curve with a large enough effect in the polarisation, with a control signal flat, not every such curve was filed as active; inconclusive means small, poorly fitted or top-dose-only effect, or effect the other way, or a change in a side signal; inactive means no such curve, though single readings can be large or run the other way; the % refers to the polarisation; further: potency means the concentration at half of the fitted maximal effect; on the % scale 0 is the no-effect control and ±100 the full control effect
Target sequence (Q13526 whole entry, looked up): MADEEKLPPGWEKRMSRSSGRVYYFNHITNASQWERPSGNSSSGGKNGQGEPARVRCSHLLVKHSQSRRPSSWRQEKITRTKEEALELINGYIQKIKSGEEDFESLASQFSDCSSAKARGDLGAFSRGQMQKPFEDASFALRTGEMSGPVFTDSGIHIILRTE
USP1 inh: USP1/UAF1 (human) deubiquitinase inhibition | O94782 | recombinant USP1/UAF1, Ub-Rhodamine cleavage fluorescence | Potency, µM (doses to about 57.1 µM), for the others: at the top dose activity change, negative = inhibition, most hits filed as inhibitors | 390,000 tested, 0.23% active | AID 743255; further: potency means the concentration at half of the fitted maximal effect; on the % scale 0 is the no-effect control and ±100 the full control effect; nearly all actives have a fitted effect of over 60% in size; inactives centre near -12
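In this screen, compounds sit with the deubiquitinase complex (1nM) for 15 min at room temperature before Ub-Rho is added at 150nM final. Fluorescence rise is then followed for 6 reads every 60 seconds.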
TRHR agonist: TRH receptor (human) agonism | P34981 | TRHR cells, calcium flux fluo-8, FDSS agonist mode | activation, % at 2 µM | 360,000 tested, 0.18% active; in the data active means activation above about 30%; further: 0% is about no effect
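TRHR-expressing cells, plated overnight in medium with 10% serum, were loaded with fluo-8 calcium dye at room temperature. After a 10 s baseline, library compound was pin-added and calcium release was recorded kinetically (ex 480/em 530) as agonist response.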
TRHR PAM: allosteric enhancers of human TRH receptor. P34981. TRHR cells, fluo-8 calcium fluorescence, EC20 TRH enhancement. enhancement, % at 2 µM. 360,000 tested, 0.66% active. AID 493056; in the data active means enhancement above about 30%; further: 0% is about no effect
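TRHR-expressing cells loaded with fluo-8 calcium dye were read kinetically (ex 480/em 530) during compound addition, then stimulated with an EC20 of TRH (10 nM final). Enhancement of the Gq-mediated intracellular calcium response was scored.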
D2 ag: D2 dopamine receptor (human) agonism; 340,000 tested, 0.53% active; activation, % at 2 µM; P14416; AID 485358; HEK293 T-REx D2 cells, calcium flux agonist mode;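 active means activation over 3 SD above normal in the single-dose calcium agonist read, cut at about 30% in these data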; further: 0% is about no effect
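In this primary screen, compounds producing a positive calcium signal within 180 s of addition to tetracycline-induced, force-coupled HEK293 Trex D2 cells are flagged; cells are dye-loaded with a no-wash calcium kit beforehand.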
Active calls of the source: *; ? = inconclusive; nt = no result given; & = joins results of further samples; [ ] = another dose, or the depositor's remark. Unless noted, the call rests on the fitted dose curve; in most records, active means well fitted inhibition curve with a large enough effect; inconclusive means small, poorly fitted or top-dose-only effect; inactive means no such curve, though single readings can be large or run the other way. An excerpt; the hit share may differ from the screen's.

Compound | TrxR1 substrate | mIDH1 inhibitor | D2 antag | rTrxR1 inhibitor | Pin1 inh | USP1 inh | TRHR agonist | TRHR PAM | D2 ag
CCn1c(SCC(=O)N2CC(=O)Nc3ccccc32)nnc1-c1ccoc1C | 3% | -7% | -21 | -11% | 0% | -5% | 0.3 | -4 | -1.3
CC(=O)N1CCN(S(=O)(=O)c2ccc(S(=O)(=O)NC3CCCCC3)cc2)CC1 | 10%[0.0914 µM] | 5% | -1 | 18%[0.0914 µM] | 0% | -8% | -0.6 | 4 | 0.8
Nc1oc2ccccc2c1C(=O)Cc1ccccc1O[C@@H]1O[C@H](CO)[C@@H](O)[C@H](O)[C@H]1O | 5%[57.1 µM] | 4% | -4 | 9%[57.1 µM] | -10% | -8% | -0.3 | -9 | 0.5
NC(=O)CSc1nc(-c2ccccc2Cl)ns1 | -6% | -3% | nt | -8% | -2% | -1% | -0.1 | 1 | nt
N#CC1(NC(=O)COc2ccc(S(=O)(=O)N3CCCC3)cc2[N+](=O)[O-])CCCCC1 | 4%[57.1 µM] | -5% | -22 | 0%[57.1 µM] | -2% | -21% | 0.9 | -6 | 2.4
O=c1c2c3c(sc2ncn1/N=C/c1ccc([N+](=O)[O-])o1)CCCC3 | -10% | -6% | 5 | ? | 1% | -6% | 0.1 | -4 | 0.0
COc1ccc(/C=C/C(=O)NCCCN2CCCC2)cc1 | 1% | 0% | -7 | 5% | 1% | -13% | 0.1 | 3 | 0.2
NS(=O)(=O)c1cccc(NC(=O)COC(=O)CCc2ccccc2)c1 | -6%[57.1 µM] | -1% | 10 | -9%[57.1 µM] | -7% | -16% | 1.1 | -9 | -1.7
COc1ccc(NC(=O)CSc2nc3ccccc3n2CC(=O)Nc2cccc(C)c2C)cc1 | 5%[57.1 µM] | -9% | nt | 27%[57.1 µM] | 22% | -13% | -0.3 | -4 | 12
CCc1cccc2c(C=C(C#N)C#N)cn(CC(=O)N3CCCCCC3)c12 | 9% | -1% | nt | 16% | ? | -23% | nt | nt | nt
CCc1nnc(NS(=O)(=O)c2ccc(NC(=S)NC(=O)/C=C/c3ccc(F)cc3)cc2)s1 | -13% | -14% | -19 | 50µM* | nt | -12% | 0.7 | 21 | -1.5
Cc1cc(C)c(S(=O)(=O)N2CCCOC2CNC(=O)C(=O)NCCc2c[nH]c3ccccc23)c(C)c1 (stereo unspecified) | -3% | 1% | -4 | 3% | 13% | -8% | 0.6 | 0 | 3.5
Cc1ccc(CNC(=O)C2CC(=O)N(C3CCCCCC3)C2)cc1 (stereo unspecified) | 6%[57.1 µM] | 21% | -13 | 6%[57.1 µM] | 0% | -3% | -0.3 | 1 | 0.0
COc1ccc(-c2cc(=O)oc3cc(OC(=O)C4CCCCC4)ccc23)cc1 | 6% | -3% | 5 | 33%[activator] | 5% | -22% | 1.3 | -1 | -0.1
CCCCNC(=O)c1cc2c(C)cc(C)cc2[nH]1 | 20% | 3% | 34* | 11% | -6% | -30% | -0.7 | 8 | -2.0
CC(C)n1cc(CN2CCN(C)C(CCO)C2)c2ccccc21 (stereo unspecified) | 0% | 10% | -14 | -8% | 2% | -15% | 0.2 | 2 | 0.9
CC(C)N(Cc1ccccc1)C(=O)CN1C(=O)COc2ccc(S(=O)(=O)NC3CCCC3)cc21 | 1%&-6% | -4%&-4% | 6 | 15%&7% | 3%&-8% | -18%&-1% | 1.3&0.9 | -14&-2 | 0.2&0.4
CCCCn1nc(C(=O)Nc2cc(S(=O)(=O)N(C)C)ccc2C)c2ccccc2c1=O | 2% | 1% | -9 | 15% | 3% | -9% | -0.3 | -2 | -0.2
O=C(Nc1ccc(Br)cc1F)N1CCC2(CC1)Oc1ccccc1C(=O)N2Cc1ccccc1F | 5% | nt | nt | 33% | 1% | -23% | 1.2 | -1 | 0.9
O=C(Cn1c(=O)oc2cc(S(=O)(=O)N3CCc4ccccc43)ccc21)N1CCCCC1 | 2% | 1% | -4 | 12% | -1% | ? | -0.4 | -9 | -0.9
Cc1c(N=NC2=C(O)CCCC2=O)c(=O)n(-c2ccccc2)n1C | -8%[57.1 µM] | 2% | -12 | -17%[57.1 µM] | 18% | -17% | 1.0 | 1 | 1.3
CN1C(=O)[C@H]2[C@@H](C3CC3)N3C(=O)CN(Cc4ccc(-c5ccccc5)cc4)C(=O)[C@@]3(C)[C@H]2C1=O | 0% | -12% | 12 | 13% | -7% | -22% | 0.7 | 1 | 1.2
COc1ccc(C2CC(=O)CCN2S(=O)(=O)c2ccc(C)cc2)cc1 (stereo unspecified) | -6% | -4% | nt | -4% | 0% | -5% | nt | nt | nt
COC(=O)c1ccc(C)c(NC(=O)CSc2nc3[nH]c(=O)cc(O)c3s2)c1 | -4% | -5% | -60 | 22% | ? | -19% | 0.3 | 2 | 0.0

Entries listed so far that contain a nitro group on carbon (2):
Compound | TrxR1 substrate | mIDH1 inhibitor | D2 antag | rTrxR1 inhibitor | Pin1 inh | USP1 inh | TRHR agonist | TRHR PAM | D2 ag
N#CC1(NC(=O)COc2ccc(S(=O)(=O)N3CCCC3)cc2[N+](=O)[O-])CCCCC1 | 4%[57.1 µM] | -5% | -22 | 0%[57.1 µM] | -2% | -21% | 0.9 | -6 | 2.4
O=c1c2c3c(sc2ncn1/N=C/c1ccc([N+](=O)[O-])o1)CCCC3 | -10% | -6% | 5 | ? | 1% | -6% | 0.1 | -4 | 0.0

The listing continues.
Compound | TrxR1 substrate | mIDH1 inhibitor | D2 antag | rTrxR1 inhibitor | Pin1 inh | USP1 inh | TRHR agonist | TRHR PAM | D2 ag
Cc1ccc(S(=O)(=O)N2CCOCC2)cc1NC(=O)CSc1nnc(NC2CC2)s1 | -6% | -16% | -11 | 6% | 0% | -7% | -0.1 | 0 | 0.3
O=C(COC(=O)c1cc[n+]([O-])cc1)Nc1ccc(Cl)c(C(F)(F)F)c1 | -12% | -10% | nt | -11% | 5% | -5% | nt | nt | nt
COc1ccc(N2CCN(S(=O)(=O)c3cccc4cccnc34)CC2)cc1 | 0% | 10% | 8 | 24% | -10% | -23% | 0.3 | -6 | -0.3
O=C(Cn1c(=O)n(-c2ccc(F)c(Cl)c2)c(=O)c2sc3ccccc3c21)NC1CCCCC1 | -3% | 5% | nt | 2% | 3% | -19% | 0.2 | -6 | nt
Cc1ccc(C2=NOC(=O)/C2=C\C=C\c2ccccc2)cc1 | 7%[57.1 µM] | ? | -15 | ? | -19% | -16% | 2.5 | -5 | 3.2
COc1cc(/C=C/c2nc(C#N)c(N3CCN(C)CC3)o2)cc(OC)c1OC | 219%[activator] | 15% | nt | 1% | -1% | -17% | 0.1 | -3 | 0.3
COc1ccc(Nc2ncnc3c2cnn3-c2ccc(C)cc2)cc1Cl | 2%[57.1 µM] | 11% | nt | -2%[57.1 µM] | 0% | -19% | 0.9 | 6 | -0.6
COC(=O)c1ccc(C23CC4(C2)[C@H](CN(CC2CCCCC2)[C@@H]4c2ccccc2)C3c2ccc(C(F)(F)F)cc2)cc1 (stereo partly specified) | 0% | 1% | -6 | 6% | 48%[activator] | -32% | -0.1 | 5 | -0.5

Full records, looked up by structure.
NC(=O)CSc1nc(-c2ccccc2Cl)ns1 reads TrxR1 substrate = -6%; mIDH1 inhibitor = -3%; D2 antag = nt; rTrxR1 inhibitor = -8%; Pin1 inh = -2%; USP1 inh = -1%; TRHR agonist = -0.1; TRHR PAM = 1; D2 ag = nt
COc1ccc(C2CC(=O)CCN2S(=O)(=O)c2ccc(C)cc2)cc1 (stereo unspecified) reads TrxR1 substrate = -6%; mIDH1 inhibitor = -4%; D2 antag = nt; rTrxR1 inhibitor = -4%; Pin1 inh = 0%; USP1 inh = -5%; TRHR agonist = nt; TRHR PAM = nt; D2 ag = nt

Remaining list, next part:
Compound | TrxR1 substrate | mIDH1 inhibitor | D2 antag | rTrxR1 inhibitor | Pin1 inh | USP1 inh | TRHR agonist | TRHR PAM | D2 ag
O=C(CCn1c(=O)c2cccn2c2cccnc21)NCc1cccc(Br)c1 | 5% | -9% | nt | 14% | 2% | -13% | -0.4 | -5 | -1.0
COc1ccc(NC(=O)Cn2c(=O)n(CC(=O)NCCc3ccccc3)c(=O)c3ccccc32)cc1 | 3% | 0% | nt | 6% | 25% | -22% | 2.2 | -1 | 1.6
N/C(=N\O)c1ccc([N+](=O)[O-])s1 | -3% | 12% | 3 | -9% | -1% | -14% | 0.0 | 3 | 0.8
O=C(Nc1cccc(F)c1)NC1CCCCC1 | 3% | 8% | 1 | 5% | 2% | 0% | 0.6 | -3 | 0.2
CNC(=S)N(Cc1ccc(Cl)cc1)Cc1cccs1 | -6% | 8% | 1 | 21%[57.1 µM] | -11% | -2% | 3.6 | -3 | 0.7
CN(C)CCCNc1c2ccccc2nc2ccccc12 | 29% | 6% | 23 | 2% | -2% | -22% | 2.4 | -3 | -0.1
COc1cc2c(cc1OC)C(COc1ccc3c(C)cc(=O)oc3c1)N(C(=O)c1cccc(OC)c1OC)CC2 (stereo unspecified) | 19% | -7% | nt | 8% | 23% | ? | 0.5 | -2 | 0.4
O=c1[nH]c(C2CCN(S(=O)(=O)c3ccccc3)CC2)nc2c1nnn2Cc1ccc2c(c1)OCCO2 | 5% | 4% | 4 | 21% | 53%[activator] | -17% | 0.1 | 6 | 0.3
O=C(Nc1cccc(Br)c1)c1ccc2nc(N3C(=O)CCC3=O)sc2c1 | 5% | -12% | 3 | 6% | 20% | -30% | -0.9 | 6 | 0.3
CC(C)(C)c1csc(CS(=O)(=O)c2ccccn2)n1 | 0% | 17% | -7 | 5% | ? | -18% | -0.3 | 6 | -1.1
CCc1cc2c(SCC(=O)c3ccc(Cl)s3)ncnc2s1 | -8%[57.1 µM] | 3% | 4 | 14%[57.1 µM] | 29% | -25% | 0.9 | -3 | 0.0
CN1CCN(CC#CCC(O)(c2ccccc2)C2CCCC2)CC1 (stereo unspecified) | 11% | 11% | 0 | 13% | -3% | -1% | 0.7 | -4 | -0.4
